High-throughput results from PubChem.
Pol kappa inh: DNA polymerase kappa (human) inhibition. purified Pol kappa, fluorescent DNA synthesis assay, 10 min. Q9UBT6. AID 588579. hit rate 0.53% among 400,000. Potency, µM (series often up to 107 µM), for the others: at the top dose activity, negative = inhibition, hits mostly inhibitors; note: potency is the fitted concentration of half-maximal effect; % is set by controls: 0 for no effect and ±100 for the full control effect
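10 nM Pol kappa was preincubated with compounds for 15 min at room temperature. Reaction started with 50 nM (final) substrate. Fluorescence read kinetically at 0 and 10 min.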
ERG-DNA inh: blocks human ERG Ets domain binding to DNA; P11308; fluorescence polarization, His-ERG Ets domain / labelled DNA; Potency, µM (doses to about 76.9 µM), without a hit: at the highest dose FP activity, negative = inhibition, actives largely listed as inhibitors; hit rate 0.028% among 370,000; AID 624246; active = well fitted inhibition curve with a large enough effect in the polarisation, with a control signal flat; inconclusive = small, poorly fitted or top-dose-only effect, or effect the other way, or a change in a side signal; inactive = no such curve, though single readings can be large or run the other way; the % refers to the polarisation;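 note: polarization taken with two DNA probes labelled with fluorescein and Texas red; potency is the fitted concentration of half-maximal effect; % of control where 0% means no effect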
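His-tagged ERG Ets domain (1 uM in the protein solution; 300mM KCl, 50mM Tris-HCl, 1mM EDTA, 1mM DTT, pH 7.5) received compound, then a probe mix of 5 nM fluorescein-DNA and 100nM Texas-615-DNA. Fluorescence polarization was read for both dyes.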
Apoferritin bind: candidate novel general anesthetic via apoferritin binding; Potency, µM (top dose mostly 77.5 µM), without a hit: top-dose activity change, negative = displacement, actives largely listed as inhibitors; hit rate 0.074% among 350,000; apoferritin/1-aminoanthracene competitive binding, fluorescence; P02791; note: potency is the fitted concentration of half-maximal effect; % is set by controls: 0 for no effect and ±100 for the full control effect; nearly all actives have a fitted effect of over 20% in size
Target sequence (P02791 2-175 limits assumed): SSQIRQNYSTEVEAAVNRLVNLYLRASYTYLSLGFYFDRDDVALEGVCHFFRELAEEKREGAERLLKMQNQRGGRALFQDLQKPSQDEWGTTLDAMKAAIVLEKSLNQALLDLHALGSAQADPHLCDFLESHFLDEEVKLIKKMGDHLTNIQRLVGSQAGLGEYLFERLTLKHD
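10 uM apoferritin + 50% sat. 1-AMA, PBS; cpd 10 min RT; Ex380/Em535 endpoint; normalized to free probe vs complex; 4-param Hill fit; propofol titration as pos. ctrl.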
TRHR ag: agonists of human TRH receptor; activation, % at 2 µM; hit rate 0.18% among 360,000; TRHR cells, calcium flux fluo-8, FDSS agonist mode; P34981; in the data active = activation above about 30%; note: 0% is about no effect
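TRHR-expressing cells, plated overnight in medium with 10% serum, were loaded with fluo-8 calcium dye at room temperature. After a 10 s baseline, library compound was pin-added and calcium release was recorded kinetically (ex 480/em 530) as agonist response.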
POLI inh: DNA polymerase iota (human) inhibition; Q9UNA4; Pol iota fluorescent replication assay, 10 min; Potency, µM (titrated, usually from 115 µM), for the others: at the highest dose activity, negative = inhibition, usual class: inhibitors; hit rate 1% among 390,000; note: potency is the fitted concentration of half-maximal effect
Target sequence (Q9UNA4 whole entry, looked up): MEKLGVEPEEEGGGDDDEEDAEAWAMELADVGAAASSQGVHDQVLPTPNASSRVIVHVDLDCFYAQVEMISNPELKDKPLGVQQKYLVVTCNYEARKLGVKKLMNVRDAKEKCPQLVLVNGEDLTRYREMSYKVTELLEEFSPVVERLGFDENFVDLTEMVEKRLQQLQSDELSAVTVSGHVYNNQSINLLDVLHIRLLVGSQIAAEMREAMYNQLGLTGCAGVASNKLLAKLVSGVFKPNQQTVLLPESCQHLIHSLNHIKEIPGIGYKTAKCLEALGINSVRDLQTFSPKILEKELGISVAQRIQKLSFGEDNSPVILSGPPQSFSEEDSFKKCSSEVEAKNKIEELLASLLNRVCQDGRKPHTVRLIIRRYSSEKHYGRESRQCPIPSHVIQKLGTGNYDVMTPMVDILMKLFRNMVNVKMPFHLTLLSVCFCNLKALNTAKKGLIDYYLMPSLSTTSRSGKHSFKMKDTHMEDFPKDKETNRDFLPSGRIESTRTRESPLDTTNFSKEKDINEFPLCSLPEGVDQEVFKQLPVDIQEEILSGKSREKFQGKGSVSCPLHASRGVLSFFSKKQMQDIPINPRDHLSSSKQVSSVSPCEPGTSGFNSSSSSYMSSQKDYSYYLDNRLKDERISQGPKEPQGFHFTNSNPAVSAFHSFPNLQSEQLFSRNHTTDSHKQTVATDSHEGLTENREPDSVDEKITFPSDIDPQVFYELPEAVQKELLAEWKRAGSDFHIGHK
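Pol iota at 10 nM preincubated 15 min with compounds at room temperature; reaction started with fluorescent substrate, 50 nM final. Fluorescence read kinetically at 0 and 10 min; buffer-only wells as negative control.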
BLM helicase inh: Bloom syndrome helicase (human) inhibition; recombinant BLM DNA unwinding, fluorescence dequenching; Potency, µM (series often up to 56.1 µM), inactives show at the highest dose activity change, negative = inhibition, hits mostly inhibitors; hit rate 0.2% among 350,000; AID 2528;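 note: potency is the fitted concentration of half-maximal effect; plate controls were vehicle for no effect and no enzyme for full effect; nearly all actives have a fitted effect of over 35% in size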
APE1 inh: blocks human APE1 abasic DNA cleavage | P27695 | recombinant APE1, TAMRA/BHQ-2 abasic DNA cleavage fluorescence | hit rate 0.35% among 350,000 | Potency, µM (series often up to 65.8 µM), inactives show top-dose activity change, negative = inhibition, most hits filed as inhibitors;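 note: potency is the fitted concentration of half-maximal effect; plate controls were vehicle for no effect and reference inhibitor for full effect; nearly all actives have a fitted effect of over 55% in size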
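Compound pre-exposure to 0.75 nM APE1, 15 min at ambient temperature. Reaction initiated with 50 nM TAMRA/BHQ-2 THF substrate, read immediately in kinetic mode, 525 nm excitation, 598 nm emission.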
POLB inh: DNA polymerase beta (human) inhibition; Pol beta primer extension/strand displacement, fluorescence kinetic; Potency, µM (doses to about 114 µM), inactives show at the highest dose activity change, negative = inhibition, usual class: inhibitors; hit rate 1.3% among 340,000; AID 485314; note: potency is the fitted concentration of half-maximal effect; % is set by controls: 0 for no effect and ±100 for the full control effect
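Enzyme-only controls used 10 nM Pol beta; buffer lacking enzyme served as negative control. Compound preincubated 15 min, then 50 nM substrate added; 0 and 10 min reads at room temperature.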
ALOX12 inh: inhibitors of human 12S-lipoxygenase ALOX12 | P18054 | purified 12hLO, xylenol orange hydroperoxide absorbance | Potency, µM (titrated, usually from 108 µM), inactives show at the top dose activity change, negative = inhibition, most hits filed as inhibitors | hit rate 1.1% among 580,000 | AID 1671190; note: potency is the fitted concentration of half-maximal effect; % is set by controls: 0 for no effect and ±100 for the full control effect
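Purified human 12hLO (150 nM final) in 25 mM Hepes, 0.01% Triton X-100, pH 7.0 was preincubated 15 min at room temperature with compound. Then 40 uM arachidonic acid was added, 30 min. Hydroperoxide was read by Fe-XO absorbance ratio 573/405 nm.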
* = called active by the depositor; ? = inconclusive; . = not tested or not shown; & = joins results of further samples; [ ] = remark or other dose. Unless noted, calls come from the whole dose curve; as a rule, active = well fitted curve in the direction sought with a large enough effect; inconclusive = small, poorly fitted or top-dose-only effect, or another doubt; inactive = no such curve, though single readings can be large; an effect the other way counts as inactive or inconclusive. The list is partial (hit frequency here may not be typical).

No. | SMILES | Pol kappa inh | ERG-DNA inh | Apoferritin bind | TRHR ag | POLI inh | BLM helicase inh | APE1 inh | POLB inh | ALOX12 inh
1 | COc1ccc(NC(=O)c2nc[nH]c2C(=O)NCC(=O)OC(C)(C)C)cc1 | -17% | -3% | ? | -0.2 | 9% | -6% | 20% | -4% | 9%
2 | CCOC(=O)C1CCCN(C(=O)c2cc3ccc(OC)cc3[nH]2)C1 (stereo not drawn) | -8% | 3% | -6% | -0.3 | 164%[activator] | -3% | -9% | 28% | 0%
3 | Cc1cnc(CNc2cc(-c3cccc(C#N)c3)ncn2)cn1 | 0%[60.1 µM] | . | . | . | . | 0% | -6% | . | ?
4 | CC(=O)Nc1nnc(SCC(=O)Nc2nc(C)cs2)s1 | -2% | 18% | 6% | 1.0 | 27% | 0% | 16% | 22% | -3%
5 | CS(=O)(=O)Nc1ccc(C2=NN(C(=O)c3ccccc3)C(c3cccs3)C2)cc1 (stereo not drawn) | -5% | -3% | -3% | 0.3 | 6% | -5% | 5% | 0% | 9%
6 | CC1(C)CC(=O)/C(=N/Nc2ccc(Cl)cc2)CO1 | 9% | 4% | -5% | 0.3 | 31%[activator] | -2% | -2% | -15% | ?
7 | COc1cc(C2c3c(-c4ccccc4O)n[nH]c3C(=O)N2Cc2ccco2)cc(OC)c1OC (stereo not drawn) | -16% | 2% | 4% | -0.1 | -11% | -3% | -8% | 15% | 28%&17%
8 | O=C(CCCl)N1CCN(c2nc(-c3ccccc3)cs2)CC1 | -19% | -5% | 1% | -0.2 | 19% | -5% | 2% | -4% | ?
9 | CCCn1c(N)c(C(=O)CSc2nnc(-c3cccs3)n2C2CC2)c(=O)[nH]c1=O | 0% | 1% | . | . | ? | . | 39% | . | -1%
10 | COCCNC(=O)c1ccc2c(c1)ncn2-c1cccc(C)c1 | -16% | 3% | 1% | 0.4 | 30% | 0% | 0% | -1% | -18%
11 | CCOc1ccc(S(=O)(=O)/N=C(/c2ccccc2)N(C)C)cc1 | 9% | 6% | -12% | 0.1 | 19% | -3% | -3% | -1% | 112%[activator]
12 | O=C(/C=C/c1cccc2ccccc12)c1ccncc1 | -3% | -2% | -13% | 2.4 | -1% | -7% | 3% | 7% | ?
13 | CCOc1ccc(NC(=O)CN2CCN(CC(=O)Nc3ccccc3OC)CC2)cc1 | -8% | 6% | 5% | -0.2 | -7% | -5% | -9% | 95% | 11%
14 | COCCNC(=O)c1nn2cccnc2c1Cl | -2% | -3% | -1% | 0.0 | 4%[58.9 µM] | -4% | 1% | 3% | 11%
15 | Cc1ccccc1NC(=O)c1ccc2nc(N3CCOCC3)sc2c1 | -15% | -3% | -17% | 0.4 | -9% | -1% | 35% | -21% | 2%
16 | O=C(Nc1ccc(Cl)cc1F)C1CCN(S(=O)(=O)c2cccnc2)CC1 | -8% | 4% | -17% | -0.5 | 11% | 1% | 0% | 5% | -8%
17 | Cc1cc(NC(=O)CSc2nnc(-c3ccncc3)n2-c2ccc(F)cc2)no1 | -3% | 17% | -5% | 0.9 | 83%[activator] | -9% | 14% | -16% | 7%
18 | CC(C)c1ccc2c(c1)-c1ccccc1S(=O)(=O)N2CC(=O)N1CCCCC1 | 0% | -3% | -6% | -0.1 | ? | -6% | . | -10% | -12%
19 | COc1ccccc1NC(=O)CCCOc1cc(=O)n(C)c2ccccc12 | 0% | 14% | -9% | -0.1 | 11% | -1% | . | 4% | -10%
20 | Cc1ccc2c(CC(=O)Nc3sccc3C(N)=O)coc2c1 | -29% | -3% | -22% | -2.0 | 79µM* | -4% | -3% | 2% | -28%
21 | CCCNC(=O)c1ccc(CNc2c(N3CCC(C(=O)OCC)CC3)c(=O)c2=O)cc1 | -5% | -22% | -7% | -0.1 | 20% | -1% | -8% | 25% | 0%
22 | Cc1nc([N+](=O)[O-])cn1CC(=O)NCCCO | 1% | 1% | -3% | 0.7 | -14% | -5% | -1% | -14% | 23%
23 | CCOc1ccc(NC(=O)Cn2nnc(C(=O)Nc3ccc(OCC)cc3)c2N)cc1 | -5% | 0% | 8% | 1.3 | 7% | -5% | . | 13% | -25%
24 | COC(=O)Cc1c(O)ccn(C2CC2)c1=O | -1% | -2% | -5% | 0.3 | 65%[activator] | -1% | 2% | 0% | 0%
25 | O=C(CNC(=O)[C@@H]1Cc2ccccc2CN1)Nc1ccc2c(c1)OCO2 | -7% | 1% | -16% | -2.4 | 19% | -6% | 2% | 17% | 5%
26 | COc1ccc(-c2cc3ncc(C(C)=O)c(C)n3n2)cc1 | 3% | ? | -5% | 2.1 | -18% | -5% | -1% | -18% | -4%
27 | CO/N=C(/CNC(=O)c1ccc(F)cc1)c1ccc(Cl)cc1 | -18% | -7% | -11% | -0.4 | -11% | -5% | 1% | 30% | 4%
28 | CN(C)c1ccc(C(CNC(=O)c2ccc(C(C)(C)C)cc2)N2CCOCC2)cc1 (stereo not drawn) | 4%[60.1 µM] | 0% | -18% | -1.1 | 36%[activator] | -5% | . | -27% | ?
29 | Cc1ccccc1/C(N)=N/OC(=O)c1cccs1 | 10% | -8% | -14% | -0.1 | 7% | 0% | 0% | -3% | 240%[activator]
30 | CCOc1ccc(N(C)S(=O)(=O)c2ccc3c(c2)C(C)(C)C(=O)N3C)cc1 | -10% | -1% | -5% | -0.6 | -7% | -2% | . | -2% | -9%
31 | CCOc1ccc(C(=O)NC(C(=O)N2CCC2)C(C)C)cc1 (stereo not drawn) | -14% | -8% | . | -0.1 | -6% | . | 40%[activator] | . | 15%
32 | Cc1cc(/N=C/C=C2/N(C)c3ccccc3C2(C)C)n(CCC#N)n1 | -2% | 3% | . | . | 29% | . | . | . | -57%
33 | CSc1nn2c(C)c(C)c(C)nc2c1C#N | 7% | 4% | -1% | -0.2 | 69%[activator] | -1% | -3% | 3% | 21%
34 | COc1ccccc1-c1cc(-c2ccc(C)cc2)nc(SCc2nnc(-c3ccccc3)o2)c1C#N | -7% | -3% | -2% | -0.3 | 34%[activator] | -5% | ? | -2% | 0%
35 | CC(CCc1ccccn1)C(=O)C(C)CCc1ccccn1 (stereo not drawn) | -6% | 6% | . | . | 99%[activator] | . | . | . | -10%
36 | CCc1nn2c(=O)cc(COC(=O)C(c3ccccc3)c3ccccc3)nc2s1 | 0% | 8% | ? | 0.5 | 10% | -1% | . | -5% | -8%
37 | O=S(=O)(c1ccccc1)N1CCC(n2nnc3cc(F)ccc32)CC1 | -7% | . | -9% | -1.0 | 8% | -1% | -1% | 0% | -5%
38 | Oc1ccccc1/C=N/N1CCN(c2ccccn2)CC1 | -10% | -7% | -9% | 0.6 | 42%[activator] | 1% | 0% | 1% | 5%
39 | CC(=O)Nc1ccc(CN2CCN(c3cccc(C(F)(F)F)c3)CC2)cc1 | -5% | -9% | -17% | -0.2 | 3% | 1% | -4% | 2% | -8%
40 | Cc1ccc(S(=O)(=O)N(C)CC(=O)OCC(=O)NCCc2ccc(S(N)(=O)=O)cc2)cc1 | -6% | -5% | . | . | 15% | . | 1% | . | 11%
41 | C=CC[C@@H](Cc1ccc(F)cc1)C(=O)OC[C@@H]1CCCN1C(=O)[C@H](CC=C)CC(=O)N(CCO)Cc1ccccc1 | -2% | 13% | . | . | 28% | . | 13% | . | 69%[activator]
42 | Cc1cc(C)nc(N2CCCC(C(=O)NCCC3=CCCCC3)C2)n1 (stereo not drawn) | 3% | -9% | -14% | 0.5 | -4%[58.9 µM] | 1% | 2% | -2% | 21%
43 | Cc1ccccc1CN1CCN(Cc2ccccc2C(F)(F)F)CC1 | -4% | -3% | 63%[activator] | -0.4 | 82%[activator] | -1% | 4% | -2% | ?
44 | CC1CCCCN1S(=O)(=O)c1cc2c(=O)nc3ccccn3c2cc1Cl (stereo not drawn) | -12%[60.1 µM] | 2% | -11% | 1.1 | 17% | 3% | . | -3% | 6%&2%

Quoted at random: 3 entries already listed
No. | SMILES | Pol kappa inh | ERG-DNA inh | Apoferritin bind | TRHR ag | POLI inh | BLM helicase inh | APE1 inh | POLB inh | ALOX12 inh
24 | COC(=O)Cc1c(O)ccn(C2CC2)c1=O | -1% | -2% | -5% | 0.3 | 65%[activator] | -1% | 2% | 0% | 0%
1 | COc1ccc(NC(=O)c2nc[nH]c2C(=O)NCC(=O)OC(C)(C)C)cc1 | -17% | -3% | ? | -0.2 | 9% | -6% | 20% | -4% | 9%
18 | CC(C)c1ccc2c(c1)-c1ccccc1S(=O)(=O)N2CC(=O)N1CCCCC1 | 0% | -3% | -6% | -0.1 | ? | -6% | . | -10% | -12%

Part of the list above, with one line to a screen:
42. Cc1cc(C)nc(N2CCCC(C(=O)NCCC3=CCCCC3)C2)n1 (stereo not drawn)
43. Cc1ccccc1CN1CCN(Cc2ccccc2C(F)(F)F)CC1
44. CC1CCCCN1S(=O)(=O)c1cc2c(=O)nc3ccccn3c2cc1Cl (stereo not drawn)
compound no. | 42 | 43 | 44
Pol kappa inh | 3% | -4% | -12%[60.1 µM]
ERG-DNA inh | -9% | -3% | 2%
Apoferritin bind | -14% | 63%[activator] | -11%
TRHR ag | 0.5 | -0.4 | 1.1
POLI inh | -4%[58.9 µM] | 82%[activator] | 17%
BLM helicase inh | 1% | -1% | 3%
APE1 inh | 2% | 4% | .
POLB inh | -2% | -2% | -3%
ALOX12 inh | 21% | ? | 6%&2%
